Bioassay records from PubChem BioAssay.
D2 agonist = activates the human D2 dopamine receptor; activation, % at 2 µM; 340,000 compounds, 0.53% hits; P14416; HEK293 T-REx D2 cells, calcium flux agonist mode;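 active = activation over 3 SD above normal in the single-dose calcium agonist read, cut at about 30% in these data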; note: 0% is about no effect
Target sequence (P14416 whole entry, looked up): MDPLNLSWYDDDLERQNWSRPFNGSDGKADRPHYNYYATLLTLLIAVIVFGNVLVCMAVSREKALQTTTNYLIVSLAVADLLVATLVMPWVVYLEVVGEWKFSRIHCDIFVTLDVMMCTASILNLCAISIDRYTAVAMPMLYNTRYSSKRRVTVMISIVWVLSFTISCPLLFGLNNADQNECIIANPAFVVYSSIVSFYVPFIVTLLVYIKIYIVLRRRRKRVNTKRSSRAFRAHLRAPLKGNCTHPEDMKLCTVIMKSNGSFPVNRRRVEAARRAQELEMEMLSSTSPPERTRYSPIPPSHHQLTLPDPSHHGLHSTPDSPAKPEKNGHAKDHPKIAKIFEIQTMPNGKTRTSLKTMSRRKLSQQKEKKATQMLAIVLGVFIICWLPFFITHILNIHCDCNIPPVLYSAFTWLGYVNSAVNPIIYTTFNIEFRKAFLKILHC
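Agonism scored from kinetic calcium signal (1 read/sec, 180 s) following compound pin transfer, after a 10 s baseline. Cells: HEK293 Trex line expressing inducible D2 receptor coupled to calcium, dye-loaded after overnight culture at 30 C.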
D2 potentiator = positively modulates the human D2 dopamine receptor allosterically | HEK293 T-REx D2, calcium flux, EC20 dopamine potentiation | AID 485347 | P14416 | 340,000 compounds, 0.34% hits | potentiation, % at 10 µM;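 active = potentiation over 3 SD above the plate norm, cut at about 30% in these data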; note: 0% is about no effect
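Tetracycline-induced HEK293 T-REx cells force-coupled to calcium signalling expressed D2; compounds were pin-added after a 10 s baseline, read kinetically 180 s, then an EC20 dopamine challenge followed with a further 180 s calcium read.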
RXFP1 antag = antagonists of human relaxin receptor RXFP1; HEK293-RXFP1, relaxin-stimulated cAMP HTRF, 30 min; hits give low values; activity change, negative = inhibition, % at 57.5 µM; 350,000 compounds, 0.59% hits;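 active = activity change of -60% or lower, but not beyond a set lower limit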; note: % is set by controls: 0 for no effect and ±100 for the full control effect
D2 antagonist = antagonizes the human D2 dopamine receptor. HEK293 TREx D2 cells, calcium flux, dopamine EC80. inhibition, % at 10 µM. 340,000 compounds, 2% hits. P14416; in the data active = inhibition above about 30%; note: 0% is about no effect
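Overnight-induced (tetracycline, 30 C) HEK293 T-REx cells carrying force-coupled D2 receive a no-wash calcium dye, then compound, then EC80 dopamine at 180 s; signals are read kinetically throughout.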
D1 ag = activates the human D1 dopamine receptor; activation, % at 2 µM; 360,000 compounds, 1% hits; HEK293 T-REx D1 cells, calcium flux, agonist mode; AID 504660; P21728; note: 0% is about no effect
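Agonism was scored from calcium flux recorded over 180 s (1 read/s) after pintool compound addition, following a 10-cycle baseline. Cells were inducible force-coupled HEK293 TREx D1, plated overnight at 30 C and loaded with no-wash calcium dye.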
TRHR ag = agonists of human TRH receptor. P34981. TRHR cells, calcium flux fluo-8, FDSS agonist mode. activation, % at 2 µM. 360,000 compounds, 0.18% hits. AID 493084; note: 0% is about no effect
Target sequence (P34981 whole entry, looked up): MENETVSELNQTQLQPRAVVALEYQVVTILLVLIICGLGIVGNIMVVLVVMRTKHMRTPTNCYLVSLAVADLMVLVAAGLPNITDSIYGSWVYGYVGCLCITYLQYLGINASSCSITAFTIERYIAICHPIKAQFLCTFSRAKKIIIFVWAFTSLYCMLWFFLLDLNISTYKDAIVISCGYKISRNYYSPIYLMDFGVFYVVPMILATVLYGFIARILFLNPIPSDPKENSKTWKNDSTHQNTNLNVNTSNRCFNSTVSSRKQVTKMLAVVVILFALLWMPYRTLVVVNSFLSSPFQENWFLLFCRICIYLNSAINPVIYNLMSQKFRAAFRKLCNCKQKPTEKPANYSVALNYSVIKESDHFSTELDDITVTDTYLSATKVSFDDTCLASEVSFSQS
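Agonist-mode FDSS calcium read (Ex 480/Em 530, 1 s cycles) in 1536-well TRHR cells with fluo-8 dye, after 10-cycle baseline and 23 nL compound addition; TRH at EC20 (10 nM final) added afterwards for the enhancer phase.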
D1 potentiator = potentiators of human D1 dopamine receptor | P21728 | HEK293 TREx D1 cells, calcium flux, dopamine EC20 potentiation | potentiation, % at 10 µM | 360,000 compounds, 0.036% hits | AID 504651; in the data active = potentiation above about 30%; note: 0% is about no effect
D1 antag = human D1 dopamine receptor antagonism; HEK293 TREx D1 cells, calcium flux, dopamine EC80; hits give low values; 360,000 compounds, 3.2% hits; P21728; activity change, negative = inhibition, % at 10 µM; AID 504652; in the data active = activity change below about -30%; note: % is set by controls: 0 for no effect and ±100 for the full control effect
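HEK293 T-REx cells expressing inducible, force-coupled D1 receptor; no-wash Ca dye, 30–90 min RT. Cmpd → 180 s read at 1 Hz → EC80 DA → 180 s read.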
TRHR PAM = TRH receptor (human) allosteric enhancement. P34981. TRHR cells, fluo-8 calcium fluorescence, EC20 TRH enhancement. enhancement, % at 2 µM. 360,000 compounds, 0.66% hits. AID 493056; in the data active = enhancement above about 30%; note: 0% is about no effect
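Enhancer read-out: after compound pinning and an initial kinetic agonist-mode read, an EC20 of TRH (10 nM final) was injected and fluo-8 calcium signal (Ex 480/Em 530) followed at 1 s/cycle for 100 cycles in TRHR-expressing cells.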
* = called active by the depositor; nt = no result given. Cut-off read from the data, not from the text of the source, unless noted: active = activation above about 30%; inactive = the rest.

SMILES	D2 agonist	D2 potentiator	RXFP1 antag	D2 antagonist	D1 ag	TRHR ag	D1 potentiator	D1 antag	TRHR PAM
Cc1cccc(N(CC(=O)Nc2ccccc2F)S(C)(=O)=O)c1	0.2	-21	-8	-3	0	-0.3	0	-14	0
CCN1CCc2nc3sc(C(=O)Nc4cccnc4Cl)c(N)c3cc2C1	0.7	11	-14	-13	2	8.8	5	3	2
O=C1NCCN/C1=C\C(=O)c1ccc(Br)cc1	-0.4	20	-6	-3	5	-0.1	-6	-1	0
CCOc1cc(/C=C2\SC(=S)N(NS(=O)(=O)c3ccccc3)C2=O)ccc1O	4.3	1	-18	3	23	16	5	-11	10
CC1=CCC2C(=O)N(c3nc(C)cc(C)n3)C(=O)C2C1 (centres undefined)	0.1	1	-5	-4	2	1.7	-4	-11	-6
Cc1ccc(NC(=O)CNC(=O)Cn2c(C)cc3ccccc3c2=O)cc1F	-0.1	2	nt	nt	0	0.2	0	5	-3
COc1ccc(-c2nc3oc4cc(OC)ccc4c(=O)c3c(=O)n2Cc2ccco2)cc1	0.0	19	-3	-7	0	0.1	-3	-1	-6
Cc1cccc(C(=O)OCC(=O)Nc2nccs2)c1	0.9	5	9	-7	2	0.5	-3	-3	9
COC(=O)CCC(=O)OC1(C)C(=O)C=C2C=C(C3CC3)N(CCc3c[nH]c4ccccc34)C=C2C1=O (centres undefined)	0.0	-2	nt	19	2	0.0	-1	-7	-11
Cc1nn(CC(=O)Nc2ccc3nc4n(c(=O)c3c2)CCCC4)c(C)c1[N+](=O)[O-]	-1.1	-12	3	4	2	0.0	-4	12	-1
Cc1nc(CNC(=O)c2cc(COc3ccc(F)cc3Cl)on2)cs1	0.4	-19	-6	-3	7	1.7	1	-15	-5
C=CCOC(=O)C(=O)/C=C/c1coc2ccccc2c1=O	-0.1	3	nt	2	5	2.4	-6	12	4
O=C(COC(=O)CNS(=O)(=O)c1cccc(Br)c1)NC(=O)Nc1ccc2c(c1)OCCO2	-0.6	-1	-15	-7	0	-0.2	-1	-10	3
CC(C)c1ccc(N(CC(=O)NCC2CCCO2)C(=O)CCC(=O)Nc2nccs2)cc1 (centres undefined)	0.2	-3	10	16	1	0.7	-2	-5	-1
Cc1ccc(NC(=O)CSc2nc3ccccc3c3nc(CCn4cncc4C)nn23)cc1F	0.4	6	-7	nt	-1	-0.1	-3	-3	1

In the list so far, 2 have bromine:
SMILES	D2 agonist	D2 potentiator	RXFP1 antag	D2 antagonist	D1 ag	TRHR ag	D1 potentiator	D1 antag	TRHR PAM
O=C1NCCN/C1=C\C(=O)c1ccc(Br)cc1	-0.4	20	-6	-3	5	-0.1	-6	-1	0
O=C(COC(=O)CNS(=O)(=O)c1cccc(Br)c1)NC(=O)Nc1ccc2c(c1)OCCO2	-0.6	-1	-15	-7	0	-0.2	-1	-10	3

More records.
SMILES	D2 agonist	D2 potentiator	RXFP1 antag	D2 antagonist	D1 ag	TRHR ag	D1 potentiator	D1 antag	TRHR PAM
CC(OC(=O)c1ccc2ccccc2c1)C(=O)N(C)Cc1ccccc1 (centres undefined)	nt	nt	-4	nt	3	-0.1	-1	-24	22
Cc1cccn2c(=O)c3cc(C(=O)NCCc4ccccc4)c(=N)n(CCCn4ccnc4)c3nc12	-0.3	2	-7	-5	2	-0.3	10	-21	-7
Cc1ccc(-c2nc3c(c(SCc4ccc(Br)cc4)n2)Cc2c(CO)cnc(C)c2O3)cc1	-0.1	-9	0	nt	1	0.3	-3	-1	-4
O=C(Nc1ccc(Br)cc1)c1ccccc1Br	-0.6	0	2	-8	2	-0.1	-7	4	-1
Cc1cccc(N2CCN(C(c3ccccc3)c3nnnn3CC3CCCO3)CC2)c1C (centres undefined)	1.5	-2	-8	11	-1	-0.2	-4	5	2
O=C(Nc1cccc(-c2nc3ccccc3[nH]2)c1)c1ccccc1F	-1.2	-3	-12	nt	1	0.3	-2	-12	-5
CC(NC(=O)CCCCCNC(=O)N1CCn2c1nc1ccccc12)c1ccccc1 (centres undefined)	-0.9	5	5	-3	0	0.2	-3	9	17
CCOc1ncccc1C(=O)OC(C)C(=O)NC1CCCCC1 (centres undefined)	0.4	-2	22	22	3	0.3	0	-5	6
O=C(CC(c1ccco1)C1CCCCC1=O)c1ccco1 (centres undefined)	-0.3	5	-9	-4	1	0.0	1	-19	8
Cc1cc(-c2ccc(C)c(S(=O)(=O)Nc3ccccn3)c2)on1	0.1	1	-8	nt	1	0.5	0	18	4
Cc1cc(NC(=O)C23CC4CC(C2)CC(n2cnc([N+](=O)[O-])n2)(C4)C3)no1	-0.5	-5	4	1	6	-1.0	5	-7	2
Cc1cc(C)c(C)c(OCC(=O)NCCN(C)C)c1	0.2	19	3	9	2	0.1	9	-6	1
CCOC(=O)c1ccccc1NC(=O)CSc1cc(C)[nH]c(=O)n1	0.3	-1	nt	nt	-4	0.0	-2	nt	-3
Cc1cc(C(=O)NCCCN2CCN(C3CCCCC3)CC2)n(-c2ccccc2)n1	-2.4	18	nt	-23	3	-0.7	3	-8	7
CC1CN(CCCCOc2ccc(C(C)C)cc2)CC(C)O1 (centres undefined)	0.8	-22	-9	8	0	0.5	0	3	5
Cc1ccc(CN2CCC(CNC(=O)Nc3ccc(C)c(C)c3)C2)cc1 (centres undefined)	0.4	-17	nt	nt	3	0.3	-1	-5	0
Cc1nn(CC(=O)N2CCOCC2)c(=O)c2nn(-c3ccccc3)c(C)c12	0.4	7	-18	-1	3	1.4	0	11	4
Cc1ccn2c(NC(=O)c3ccccc3)c(-c3cccs3)nc2c1	nt	nt	15	nt	3	0.0	-9	-22	-4
CCCCc1nnc(NC(=O)CSc2nc(O)c(Cc3ccccc3)c(=O)[nH]2)s1	-0.2	-5	12	-13	1	0.6	-1	22	1
CC(C)CCNC(=O)C(=O)NC1CCCC1	2.0	7	-1	-9	1	0.5	4	-16	1
COCC(=O)N1CCC(n2nccc2NC(=O)c2ccccc2OC)CC1	0.1	18	-9	5	3	-1.0	1	-12	-6
CC(C)(CO)Nc1nc(Nc2ccccc2)nc(Nc2ccccc2)n1	0.1	-5	4	-6	1	0.5	-12	2	3
COC(=O)Cc1ccc(NC(=S)NCc2ccc(Cl)cc2)cc1	0.1	-5	30	-27	11	0.8	-7	0	11
C/C(=N/Nc1ccc(C)cc1)C1(C)N(O)C(C)(C)C(c2ccco2)=[N+]1[O-] (centres undefined)	0.0	-2	-3	10	1	-0.1	-8	-1	-4
Cc1ccc(CNC(=O)CNC(=O)[C@@H]2Cc3ccccc3CN2)cc1	nt	18	7	nt	1	0.0	2	1	2
CCc1ccc(CNC(=O)c2ccc(OC3CCN(C(=O)COC)CC3)cc2)nc1	0.1	13	3	2	1	-0.2	0	-1	1
COc1ccc([C@@H]2[C@@H]3C(=O)N(C(C)(C)C)C(=O)[C@@H]3[C@]3(Cc4ccccc4)C(=O)N(c4cccc(Br)c4)C(=O)N23)cc1	1.0	2	nt	-3	11	0.4	-7	-35*	-9
CC1=C(C(=O)Nc2ccccc2C(=O)N2CCC(C)CC2)SCCO1	-1.8	0	2	11	1	0.4	3	0	0
COc1ccc(C(=O)OCC(=O)Nc2sccc2C(N)=O)cc1OC	0.7	-1	11	0	5	-0.1	-1	-22	-2
CSc1ccc(C2Nc3cccc4cccc(c34)N2)cc1	-0.2	8	2	-11	-1	0.0	-8	-9	-3

16 entries already listed, arranged by SMILES length, high to low.
SMILES	D2 agonist	D2 potentiator	RXFP1 antag	D2 antagonist	D1 ag	TRHR ag	D1 potentiator	D1 antag	TRHR PAM
COC(=O)CCC(=O)OC1(C)C(=O)C=C2C=C(C3CC3)N(CCc3c[nH]c4ccccc34)C=C2C1=O (centres undefined)	0.0	-2	nt	19	2	0.0	-1	-7	-11
Cc1cccn2c(=O)c3cc(C(=O)NCCc4ccccc4)c(=N)n(CCCn4ccnc4)c3nc12	-0.3	2	-7	-5	2	-0.3	10	-21	-7
O=C(COC(=O)CNS(=O)(=O)c1cccc(Br)c1)NC(=O)Nc1ccc2c(c1)OCCO2	-0.6	-1	-15	-7	0	-0.2	-1	-10	3
Cc1ccc(-c2nc3c(c(SCc4ccc(Br)cc4)n2)Cc2c(CO)cnc(C)c2O3)cc1	-0.1	-9	0	nt	1	0.3	-3	-1	-4
C/C(=N/Nc1ccc(C)cc1)C1(C)N(O)C(C)(C)C(c2ccco2)=[N+]1[O-] (centres undefined)	0.0	-2	-3	10	1	-0.1	-8	-1	-4
CCOc1cc(/C=C2\SC(=S)N(NS(=O)(=O)c3ccccc3)C2=O)ccc1O	4.3	1	-18	3	23	16	5	-11	10
CCc1ccc(CNC(=O)c2ccc(OC3CCN(C(=O)COC)CC3)cc2)nc1	0.1	13	3	2	1	-0.2	0	-1	1
Cc1ccc(CN2CCC(CNC(=O)Nc3ccc(C)c(C)c3)C2)cc1 (centres undefined)	0.4	-17	nt	nt	3	0.3	-1	-5	0
CC1=C(C(=O)Nc2ccccc2C(=O)N2CCC(C)CC2)SCCO1	-1.8	0	2	11	1	0.4	3	0	0
COc1ccc(C(=O)OCC(=O)Nc2sccc2C(N)=O)cc1OC	0.7	-1	11	0	5	-0.1	-1	-22	-2
CC1=CCC2C(=O)N(c3nc(C)cc(C)n3)C(=O)C2C1 (centres undefined)	0.1	1	-5	-4	2	1.7	-4	-11	-6
C=CCOC(=O)C(=O)/C=C/c1coc2ccccc2c1=O	-0.1	3	nt	2	5	2.4	-6	12	4
CCOc1ncccc1C(=O)OC(C)C(=O)NC1CCCCC1 (centres undefined)	0.4	-2	22	22	3	0.3	0	-5	6
CSc1ccc(C2Nc3cccc4cccc(c34)N2)cc1	-0.2	8	2	-11	-1	0.0	-8	-9	-3
O=C1NCCN/C1=C\C(=O)c1ccc(Br)cc1	-0.4	20	-6	-3	5	-0.1	-6	-1	0
CC(C)CCNC(=O)C(=O)NC1CCCC1	2.0	7	-1	-9	1	0.5	4	-16	1

Next entries follow:
SMILES	D2 agonist	D2 potentiator	RXFP1 antag	D2 antagonist	D1 ag	TRHR ag	D1 potentiator	D1 antag	TRHR PAM
Cc1c(NS(=O)(=O)c2cc(C(=O)O)ccc2Cl)c(=O)n(-c2ccccc2)n1C	-0.4	3	-15	-12	2	0.1	2	-7	16
Cc1cccc(C(=O)N[C@H](C(=O)Nc2cccc(S(=O)(=O)N3CCCC3)c2)C(C)C)c1	-2.0	-6	5	-12	1	-0.6	-1	8	-5
CCCCCCC(=O)Nc1ccc2nc3c(=O)n(C)c(=O)n(C)c3nc2c1C	0.3	-6	5	nt	3	0.6	1	-23	-8
COc1ccccc1C(=O)NCC(=O)N/N=C(\C)Cc1ccccc1	-0.3	-1	-3	30*	0	0.4	1	15	5
Cc1c(NS(=O)(=O)N2CCCC2)c(=O)n(-c2ccccc2)n1C	0.4	-2	-2	-6	1	-0.2	-6	-52*	-2
O=C(c1csc2c1CCCC2)N1CCCCC1	-1.0	-8	-8	-23	1	-0.2	8	1	-6
